Compound activity: PubChem BioAssay, National Center for Advancing Translational Sciences (NCATS)
TrxR1 substrate = qHTS Assay for Substrates of Mammalian Selenoprotein Thioredoxin Reductase 1 (TrxR1): qHTS. Thioredoxin reductase 1, cytoplasmic (Rattus norvegicus), O89049. Potency, µM (series often up to 114 µM), without a hit: top-dose activity change, negative = substrate turnover. 390,000 compounds, 0.01% hits. AID 588456, 2011. purified TrxR1 substrate turnover, NADPH consumption readout; further: potency means the concentration at half of the fitted maximal effect; on the % scale 0 is the no-effect control and ±100 the full control effect; nearly all actives have a fitted effect of over 50% in size
Target sequence (O89049 whole entry, looked up): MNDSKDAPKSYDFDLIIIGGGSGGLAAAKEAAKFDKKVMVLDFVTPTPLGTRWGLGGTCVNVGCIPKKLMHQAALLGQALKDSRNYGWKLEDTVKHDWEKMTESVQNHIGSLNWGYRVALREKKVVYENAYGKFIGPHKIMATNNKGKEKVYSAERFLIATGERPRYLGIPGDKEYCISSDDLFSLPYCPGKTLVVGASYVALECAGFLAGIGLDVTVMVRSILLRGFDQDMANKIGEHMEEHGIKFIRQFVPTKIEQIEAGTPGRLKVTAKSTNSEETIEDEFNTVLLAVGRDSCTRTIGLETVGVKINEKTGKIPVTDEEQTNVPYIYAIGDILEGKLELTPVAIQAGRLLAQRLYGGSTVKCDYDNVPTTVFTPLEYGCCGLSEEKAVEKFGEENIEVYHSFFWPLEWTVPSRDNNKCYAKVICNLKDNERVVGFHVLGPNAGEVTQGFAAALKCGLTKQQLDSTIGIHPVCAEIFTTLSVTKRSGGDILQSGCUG
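Rat TrxR1, dispensed at 90 nM, was prereduced with 400 uM NADPH (final) for 5 min at ~22 deg C, then incubated with compound 15 min before 400 uM selenite. A first-read NADPH fluorescence drop versus no-compound background flagged substrates.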
LDHA block = qHTS assay for inhibitors of human lactate dehydrogenase. L-lactate dehydrogenase A chain (Homo sapiens), P00338. purified LDHA, NADH/diaphorase-resazurin fluorescence; active compounds read low. activity change, % (values are at about 110 or 230 µM). 480,000 compounds, 0.15% hits; in the data active means activity change below about -30%; inconclusive means mostly about -25% to -30%;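 further: plate controls were DMSO wells for no effect and wells without enzyme for full effect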
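LDH5 2 nM; NADH 0.06 mM, pyruvate 0.2 mM; 200 mM Tris pH 7.4, EDTA, Tween-20; 5 min RT. Detection: diaphorase 0.133 mg/mL + resazurin 37 µM, fluorescence ex540/em590 at 0 and 20 min; normalized to enzyme-free and DMSO wells.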
RGS4 inh = Inhibitors of Regulator of G Protein Signaling (RGS) 4: qHTS; Regulator of G-protein signaling 4 (Homo sapiens), P49798; Transcreener GDP fluorescence polarization, RGS4-accelerated GTP hydrolysis; Potency, µM (titrated, usually from 114 µM), without a hit: at the top dose activity change, negative = inhibition, hits mostly inhibitors; 390,000 compounds, 0.039% hits; further: potency means the concentration at half of the fitted maximal effect; on the % scale 0 is the no-effect control and ±100 the full control effect; nearly all actives have a fitted effect of over 75% in size; some results filed as inactive show a strong effect at the top dose
Target sequence (P49798 whole entry, looked up): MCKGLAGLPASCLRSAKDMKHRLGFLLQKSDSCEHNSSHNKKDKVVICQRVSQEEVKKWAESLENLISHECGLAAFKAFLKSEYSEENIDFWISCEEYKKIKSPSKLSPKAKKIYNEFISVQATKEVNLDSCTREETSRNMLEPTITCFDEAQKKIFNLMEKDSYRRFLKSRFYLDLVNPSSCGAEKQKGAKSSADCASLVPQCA
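MLSMR compounds (23 nl, pin-transferred) preincubated 10 min at room temperature with a 500nM (2x) first reagent, then RGS4 at 900nM (2x) plus Transcreener GDP mix added; fluorescence polarization (620/688 nm) read before and after 90 min at 30 °C.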
USP1-UAF1 inh = Inhibitors of USP1/UAF1: Primary Screen. 390,000 compounds, 0.23% hits. recombinant USP1/UAF1, Ub-Rhodamine cleavage fluorescence. Potency, µM (doses to about 57.1 µM), for inactives: at the highest dose activity change, negative = inhibition, most hits filed as inhibitors; further: potency means the concentration at half of the fitted maximal effect; on the % scale 0 is the no-effect control and ±100 the full control effect; nearly all actives have a fitted effect of over 60% in size; inactives centre near -12
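USP1/UAF1 complex at 1 nM was preincubated with compound for 15 min at room temperature, then Ub-Rho substrate (150nM final) was added. Fluorescence (480/540 nm) was read kinetically, 6 reads every 60 seconds.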
Vif-APOBEC3G blk = qHTS for Inhibitors of Vif-A3G Interactions: qHTS. AID 602310, 2012. HeLa A3G-eYFP + Vif (tagged APOBEC3G with the HIV-1 protein that degrades it), YFP fluorescence, overnight. DNA dC->dU-editing enzyme APOBEC-3G (Homo sapiens), Q9HC16. 410,000 compounds, 0.076% hits. Potency, µM (highest dose often 46.1 µM), without a hit: at the highest dose activity, negative = active, most hits filed as inhibitors;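 further: potency means the concentration at half of the fitted maximal effect; on the % scale 0 is the no-effect control and ±100 the full control effect; nearly all actives have a fitted effect of over 60% in size; hits raise eYFP signal because A3G escapes Vif-driven loss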
Target sequence (Q9HC16 whole entry, looked up): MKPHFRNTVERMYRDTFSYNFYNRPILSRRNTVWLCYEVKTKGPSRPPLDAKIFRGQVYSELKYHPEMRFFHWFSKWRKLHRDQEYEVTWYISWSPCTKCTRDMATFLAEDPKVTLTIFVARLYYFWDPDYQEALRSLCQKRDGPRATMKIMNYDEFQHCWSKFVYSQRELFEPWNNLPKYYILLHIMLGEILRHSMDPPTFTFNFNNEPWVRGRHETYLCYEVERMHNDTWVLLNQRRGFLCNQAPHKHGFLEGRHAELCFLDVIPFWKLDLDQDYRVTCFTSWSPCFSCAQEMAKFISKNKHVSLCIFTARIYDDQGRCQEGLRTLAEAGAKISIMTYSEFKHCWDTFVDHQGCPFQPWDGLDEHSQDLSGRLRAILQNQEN
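HeLa cells stably expressing Vif and C-terminally eYFP-tagged A3G, seeded overnight at 37 deg C, then exposed to compound by pintool overnight at 37 deg C. Rise in yellow fluorescence (Ex 488/Em 500-530, Acumen) marks blocked Vif-driven A3G degradation.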
TrxR1 inh = qHTS Assay for Inhibitors of Mammalian Selenoprotein Thioredoxin Reductase 1 (TrxR1): qHTS. Thioredoxin reductase 1, cytoplasmic (Rattus norvegicus), O89049. recombinant rTrxR1, NADPH fluorescence consumption, selenite substrate. Potency, µM (doses to about 114 µM), inactives show top-dose activity change, negative = inhibition, usual class: inhibitors. 390,000 compounds, 1% hits. AID 588453, 2011; further: potency means the concentration at half of the fitted maximal effect; on the % scale 0 is the no-effect control and ±100 the full control effect; nearly all actives have a fitted effect of over 65% in size
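Rat TrxR1 (90 nM in the dispensed reagent) was pre-reduced with 400 uM NADPH for 5 min at room temperature, then incubated with compound for 15 min. After 400 uM selenite was added, NADPH fluorescence (Ex 340/Em 450 nm) was followed for 8 min.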
Glioma ERSR ind = qHTS for Inducers of the Endoplasmic Reticulum Stress Response (ERSR) in Human Glioma: qHTS. Potency, µM, for inactives: at the highest dose activation, hits mostly activators. U87-MG GRP78 promoter luciferase reporter, 16 h. 420,000 compounds, 0.02% hits. AID 602332, 2012; further: potency means the concentration at half of the fitted maximal effect; series mostly up to about 76 µM; % of control where 0% means no effect; nearly all actives have a fitted effect of over 35% in size
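Stably transfected U87-MG human glioma cells carrying a GRP78-based luminescent sensor were seeded at 1000 cells/well, pin-dosed with compounds and incubated 16 h. Luciferase reagent was then added, and end-point luminescence was read after 10 min at room temperature.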
mIDH1 inhibitor = qHTS for Inhibitors of mutant isocitrate dehydrogenase 1 (IDH1): qHTS | Isocitrate dehydrogenase [NADP] cytoplasmic (Homo sapiens), O75874 | IDH1-R132H enzyme, NADPH consumption, diaphorase/resazurin fluorescence | Potency, µM (series often up to 76.6 µM), for inactives: top-dose activity change, negative = inhibition, most hits filed as inhibitors | 390,000 compounds, 0.093% hits; further: potency means the concentration at half of the fitted maximal effect; on the % scale 0 is the no-effect control and ±100 the full control effect; nearly all actives have a fitted effect of over 65% in size
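IDH1-R132H (0.5 ug/mL dispensed) in pH 7.5 Tris buffer was preincubated 30 min with compound, then given a substrate mix of 0.016 mM NADPH and 2 mM alpha-KG for 80 min at room temperature; remaining NADPH was read by diaphorase/resazurin fluorescence.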
Vif-APOBEC3F blk = qHTS for Inhibitors of Vif-A3F Interactions: qHTS. HeLa A3F-eYFP + Vif (tagged APOBEC3F with the HIV-1 protein that degrades it), YFP fluorescence increase. Potency, µM (highest dose often 46.1 µM), inactives show top-dose activity, negative = active. 390,000 compounds, 0.2% hits. AID 602313, 2012; further: potency means the concentration at half of the fitted maximal effect; % of control where 0% means no effect; nearly all actives have a fitted effect of over 65% in size
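Fluorescence increase (Ex 488/Em 500-530) after overnight compound treatment at 37 deg C flags inhibition of Vif-driven A3F-eYFP loss in stable HeLa A3F-eYFP/Vif cells seeded overnight beforehand.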
* = called active by the depositor; ? = inconclusive; · = not tested or not shown; [ ] = another dose, or the depositor's remark. Unless noted, the call rests on the fitted dose curve; in most records, active means well fitted curve in the direction sought with a large enough effect; inconclusive means small, poorly fitted or top-dose-only effect, or another doubt; inactive means no such curve, though single readings can be large; an effect the other way counts as inactive or inconclusive.

SMILES	TrxR1 substrate	LDHA block	RGS4 inh	USP1-UAF1 inh	Vif-APOBEC3G blk	TrxR1 inh	Glioma ERSR ind	mIDH1 inhibitor	Vif-APOBEC3F blk
Cc1ccc(NC(=O)CN(C)C(=O)CSc2nnnn2C)cc1	1%	-4	23%	-5%	-4%	14%	1%	-2%	-3%
COc1cc(C2c3cc4c(cc3OC(NNC(N)=S)C2C)OCO4)cc(OC)c1OC (stereo not given)	-8%	-10	?	3%	?	?	-2%	-2%	-5%
COc1ccc(-c2ccc(C(=O)C3CC3)cc2)cc1	-2%	-6	4%[56.9 µM]	-16%	-1%	7%	11%	-8%	-7%
Brc1ccc(-c2nnc3ccc(N4CCN(c5ccccc5)CC4)nn23)cc1	15%	-2	-54%	-26%	3%	24%	-4%	5%	1%
CCCCCC(=O)NNC(=S)NC(=O)c1ccc([N+](=O)[O-])cc1	-7%	-5	-35%	-5%	1%	?	-2%	4%	10%
Cc1sc2ncnc(NCc3cccnc3)c2c1C	9%	-1	6%	-20%	12%	15%	-4%	7%	?
COc1ccc(N/C=C\C(=O)c2ccc(C)cc2)cc1OC	2%[57.1 µM]	5	-2%	-25%	-7%	4%[57.1 µM]	3%	0%	?
COc1cccc(C(=O)O/N=C(\C)c2cnccn2)c1	-19%	-4	28%	-3%	0%	?	-5%	4%	?
CCOC(=O)c1cnc2c(C)c(Cl)ccc2c1N1CCN(CC)CC1	4%[57.1 µM]	-5	4%	-8%	0%	9%[57.1 µM]	-3%	3%	-5%
Nc1c(-c2ccccc2)nnn1Cc1ccccc1	6%	-2	20%	-2%	1%	12%	-5%	-2%	12%
COc1ccc(OCCNc2c([N+](=O)[O-])c(=O)oc3ccccc23)cc1	-7%	-1	-10%	-18%	-6%	1%	-4%	13%	-5%
CC1(C)CC(C(CC(=O)N2CCCC2)Cc2ccccc2)CCO1 (stereo not given)	-1%	1	1%	-3%	0%	23%	2%	3%	-3%
CCc1ccc(-c2nc(CN3CCC(C(=O)NCCc4ccc(OC)c(OC)c4)CC3)c(C)o2)cc1	-1%	3	7%	-23%	-1%	-10%	0%	0%	4%
CCc1ccccc1NC(=O)N1CCC2(CC1)Oc1ccccc1C(=O)N2Cc1ccccc1F	4%	-5	14%	-1%	·	26%	·	·	·
O=C(CCN1CCN(c2ccccc2)CC1)Nc1nccs1	1%[57.1 µM]	-4	-22%	-10%	-3%	6%[57.1 µM]	-3%	1%	-5%
NS(=O)(=O)c1cnccc1Nc1cccc(F)c1	4%[57.1 µM]	-12	3%	1%	0%	26%[57.1 µM]	-4%	-2%	2%
CSc1ccc(S(=O)(=O)N2CCC(C(=O)NCCN3CCOCC3)CC2)cc1	1%[57.1 µM]	-1	-14%	-16%	0%	2%[57.1 µM]	2%	3%	0%
COc1ccc(N2C(=O)c3ccccc3NC2(C)C)cc1	88%[activator]	-13	13%	-8%	0%	13%	-1%	-6%	4%
N#Cc1ccc(NC(=O)COC(=O)C2CCC2)cc1	·	-3	·	-14%	0%	·	0%	-2%	0%
COc1cccc(OC)c1C(=O)NC(C)CCc1ccccc1 (stereo not given)	-5%	-4	-3%	-9%	-4%	4%	-1%	-7%	-1%
O=C(CSc1ncccc1C(=O)O)Nc1ccc2c(c1)OCCO2	0%	1	16%	-12%	3%	15%	-8%	7%	-3%
COc1ccc(Cc2n[nH]c(=S)n2C)cc1Br	-11%	-11	-12%	-10%	-1%	-25%	-1%	-2%	4%
Cc1nn(-c2ccccc2)c(C)c1CN	7%[57.1 µM]	-8	1%	-16%	0%	7%[57.1 µM]	-3%	0%	-10%
CC(C)c1ccc(CN(C(=O)c2ccco2)C2CCS(=O)(=O)C2)cc1 (stereo not given)	1%[57.1 µM]	-6	-2%	-7%	0%	12%[57.1 µM]	0%	10%	-5%
COC(=O)c1ccc(Oc2nc(NC(C)C)nc(NC(C)C)n2)cc1	3%	-2	-1%	-22%	-2%	12%	-2%	-7%	5%
CC1(c2nnc(-c3ccccc3)o2)CC(c2ccc([N+](=O)[O-])cc2)=NO1 (stereo not given)	4%	-3	5%	-24%	8%	11%	2%	6%	1%
Cn1ncc2c(=O)[nH]nnc21	-1%	-3	-16%	-22%	3%	6%	-6%	3%	-15%
Cc1cc(N2CCN(c3nc(-c4ccc([N+](=O)[O-])cc4)cs3)CC2)c2ccccc2n1	1%[57.1 µM]	1	?	-15%	0%	35%[activator][57.1 µM]	2%	8%	-6%
Cc1ccc(N2CC(C(=O)Nc3cc(C)on3)CC2=O)cc1 (stereo not given)	-2%[57.1 µM]	-1	10%	-10%	-5%	13%	-4%	3%	-4%
CCN(C(=O)Cn1cnc2c1c(=O)n(C)c(=O)n2C)C1CCS(=O)(=O)C1 (stereo not given)	6%	-8	6%	-23%	0%	33%	-2%	3%	-14%

Part of the list above, showing only TrxR1 inh, Vif-APOBEC3F blk and LDHA block.
mol | TrxR1 inh | Vif-APOBEC3F blk | LDHA block
COC(=O)c1ccc(Oc2nc(NC(C)C)nc(NC(C)C)n2)cc1 | 12% | 5% | -2
CC1(c2nnc(-c3ccccc3)o2)CC(c2ccc([N+](=O)[O-])cc2)=NO1 (stereo not given) | 11% | 1% | -3
Cn1ncc2c(=O)[nH]nnc21 | 6% | -15% | -3

The results go on:
SMILES	TrxR1 substrate	LDHA block	RGS4 inh	USP1-UAF1 inh	Vif-APOBEC3G blk	TrxR1 inh	Glioma ERSR ind	mIDH1 inhibitor	Vif-APOBEC3F blk
O=C(Nc1ncc(Cc2ccccc2Cl)s1)C1=NCCN1	1%	1	-4%[11.4 µM]	-19%	1%	18%	1%	3%	2%
CCCCn1c(N)c(N(CC(C)C)C(=O)CCNC(=O)c2ccc([N+](=O)[O-])cc2)c(=O)[nH]c1=O	-15%	-2	-7%	-2%	0%	-19%	-2%	5%	-7%
O=C(Nc1cccnc1)c1ccc(COc2ccccc2Br)o1	7%[57.1 µM]	-8	-17%	-9%	-4%	-13%	-5%	2%	-6%
CN(C)/N=C/c1ccc(P(c2ccc(/C=N/N(C)C)o2)c2ccc(/C=N/N(C)C)o2)o1	-9%[57.1 µM]	-4	-14%	?	4%	-1%[57.1 µM]	-4%	7%	-27%
O=C(O)COc1ccccc1-c1nc(-c2ccccc2)c(-c2ccccc2)[nH]1	171%[activator]	-43*	14%	-25%	1%	29%	-2%	-3%	0%
O=C(Cc1ccccc1)N/N=C/c1cccs1	-7%	-6	-8%	-1%	2%	3%	4%	4%	-2%
Cc1cc(C)c(S(=O)(=O)N2CCCOC2CNC(=O)C(=O)NCc2cccnc2)c(C)c1 (stereo not given)	5%[57.1 µM]	-4	5%	-5%	-2%	14%[57.1 µM]	-1%	4%	-26%
Cc1cc(C)c(Cn2c3ccccc3c3cnn(CC(=O)NCCN4CCOCC4)c(=O)c32)c(C)c1	-5%	-3	13%	-23%	-8%	20%	-4%	1%	11%
COc1ccc(CNC(=O)N2CCN(c3ccccc3)CC2)cc1	1%	3	-13%	-25%	-2%	21%	-6%	9%	-7%
CCOC(=O)C1=C(C)Nc2nnnn2C1c1cccnc1 (stereo not given)	0%	-15	1%	-17%	2%	2%	-4%	2%	-3%
O=C(C=Cc1ccc2c(c1)OCO2)C1CC1	·	-2	·	-17%	11%	·	0%	15%	6%

Look-ups from above.
Reading for `CN(C)/N=C/c1ccc(P(c2ccc(/C=N/N(C)C)o2)c2ccc(/C=N/N(C)C)o2)o1` in TrxR1 substrate: -9%[57.1 µM]
Reading for `Cc1cc(C)c(S(=O)(=O)N2CCCOC2CNC(=O)C(=O)NCc2cccnc2)c(C)c1` (stereo not given) in Glioma ERSR ind: -1%

Structural class, those above with a COOH group (two)
SMILES	TrxR1 substrate	LDHA block	RGS4 inh	USP1-UAF1 inh	Vif-APOBEC3G blk	TrxR1 inh	Glioma ERSR ind	mIDH1 inhibitor	Vif-APOBEC3F blk
O=C(CSc1ncccc1C(=O)O)Nc1ccc2c(c1)OCCO2	0%	1	16%	-12%	3%	15%	-8%	7%	-3%
O=C(O)COc1ccccc1-c1nc(-c2ccccc2)c(-c2ccccc2)[nH]1	171%[activator]	-43*	14%	-25%	1%	29%	-2%	-3%	0%

Only part of the results is shown; count on the stated rates, not on these rows.
